APJ ag: agonists of human apelin receptor APJ, primary screen, CHO-K1 cells, PathHunter beta-arrestin, luminescence | P35414 | 0% DMSO wells, 100% apelin | activation, % at 20 µM | 0.11% of 330,000 active;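 active means activation more than six SD over the plate average, tested at 20 µM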;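 further: 0% = DMSO alone and 100% = apelin-13 at 10 nM; some results filed as inactive read as strong as hits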
Target sequence (P35414 whole entry, looked up): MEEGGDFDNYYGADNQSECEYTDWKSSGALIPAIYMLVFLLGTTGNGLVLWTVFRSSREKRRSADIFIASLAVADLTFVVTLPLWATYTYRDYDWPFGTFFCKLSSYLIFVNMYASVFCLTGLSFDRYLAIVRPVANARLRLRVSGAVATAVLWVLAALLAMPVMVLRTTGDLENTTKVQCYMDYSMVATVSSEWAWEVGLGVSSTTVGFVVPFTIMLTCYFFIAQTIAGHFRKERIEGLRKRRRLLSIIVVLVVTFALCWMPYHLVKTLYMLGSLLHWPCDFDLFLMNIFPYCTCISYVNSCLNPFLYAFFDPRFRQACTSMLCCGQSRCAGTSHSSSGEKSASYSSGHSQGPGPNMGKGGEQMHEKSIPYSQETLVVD
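Assay system – PathHunter CHO-K1 APJ (AGTRL-1) beta-arrestin reporter cells · Compound – one dose, 20 µM compound, 1% DMSO · Timing – compound 90 min 25 °C, reagent 1 h · Measured by – luminescence from split beta-galactosidase complementation, Galacton Star/Emerald II substrate · Measure – beta-arrestin recruitment to APJ as agonist activity, luminescent signal · Benchmarks – DMSO vs Apelin-13 10 nM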
beta cell repl: inducers of MIN6 beta-cell proliferation, primary screen, ATP luminescence, uHTS. MIN6 cells proliferation, ATPlite luminescence, 48 h; cells starved in 0.2% serum; 100% = growth in 10% serum. proliferation, % at 10 µM. 0.29% of 330,000 active. AID 2380, 2010;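 active means compounds whose signal lies at least 3.5 SD above the mean of all wells on their plate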;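 further: 0% = DMSO-treated cells in low-serum medium and 100% = 10% serum control; some compounds called inactive have numbers as strong as hits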
APJ antag: antagonists of human apelin receptor APJ, primary screen, CHO-K1 cells, beta-arrestin complementation, luminescence | P35414 | 0.32% of 330,000 active | AID 2521, 2010 | inhibition, % at 20 µM;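 active means inhibition above about 40% at 20 µM, limit read from the data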;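 further: cells challenged with 10 nM apelin-13 agonist together with compound; plate controls were apelin-13 plus DMSO wells for no effect and DMSO wells lacking apelin-13 for full effect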
GRIN3A LBD mod: binders of NR3A ligand-binding domain, primary screen, biophysical, differential scanning fluorimetry, uHTS. Glutamate receptor ionotropic, NMDA 3A (GRIN3A) ligand-binding domain. NR3A LBD differential scanning fluorimetry, Tm shift; 0% = protein alone, 100% = glycine-bound protein. Tm shift relative to glycine control, % at 25 µM. 2.5% of 340,000 active. AID 1259313, 2017;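 active means melting temperature shift of at least 10% of the positive control shift, at one fixed dose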
MPTP inh: mitochondrial permeability transition pore inhibitors, primary screen, biochemical, isolated mouse mitochondria, absorbance; 1.4% of 360,000 active; inhibition, % at 10 µM; Ca2+ swelling absorbance, 30 min;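 active means inhibition of 50% or more, scaled per plate between neutral and stimulator controls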;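 further: 0% = DMSO wells given calcium and 100% = 1 mM EGTA wells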
TIM10 inh: growth inhibitors of isogenic TIM10 control yeast, primary screen, counter-screen for tim10-1 yeast inhibitor project, luminescence, uHTS. S. cerevisiae TIM10 strain growth, BacTiter-Glo luminescence, 24 h. inhibition, % at 10 µM. 1.4% of 330,000 active. AID 463195, 2010;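 active means inhibition of 40% or more at the single tested concentration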;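 further: wild-type TIM10 isogenic control strain grown at permissive 25 °C; 0% = DMSO yeast wells and 100% = minimal medium wells without yeast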
tim10-1 inh: growth inhibitors of tim10-1 mutant yeast, primary screen, luminescence, uHTS; S. cerevisiae tim10-1 ts strain growth, BacTiter-Glo, 24 h; inhibition, % at 20 µM; 2.2% of 330,000 active; AID 463190, 2010;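 active means inhibition of at least 40%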;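 further: mutant grown at 25 °C; 0% = DMSO wells with yeast and 100% = wells holding no yeast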
tim23-1 inh: growth inhibitors of tim23-1 mutant yeast, primary screen, luminescence, uHTS; AID 463212, 2010; inhibition, % at 20 µM; S. cerevisiae tim23-1 growth, BacTiter-Glo luminescence, 24 h; 1.3% of 330,000 active;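 active means growth inhibition of the mutant yeast at or above 50%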;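 further: temperature-sensitive mutant grown at 25 °C; plate controls were DMSO-treated mutant yeast for no effect and medium wells lacking yeast for full effect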
NLRP3 yeast inh: NALP3 inflammasome inhibitors in reconstituted yeast, primary screen, luminescence, uHTS; Yeast reconstituted NLRP3/ASC/caspase-1, beta-gal luminescence, 24 h; inhibition, % at 10 µM; 0.39% of 330,000 active; AID 2825, 2010;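 active means inhibition of 50% or more; inactive means inhibition below 50%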;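 further: plate controls were induced DMSO wells for no effect and uninduced yeast grown without galactose for full effect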
Active calls of the source: *; x = not tested or not shown. No enrichment for hits (roughly 7.2% active in at least one column).

SMILES | APJ ag | beta cell repl | APJ antag | GRIN3A LBD mod | MPTP inh | TIM10 inh | tim10-1 inh | tim23-1 inh | NLRP3 yeast inh
CCCN1CCN(CCCNC(=O)c2ccc(CS(=O)c3ccc(OC)cc3)o2)CC1 (centres undefined) | 3 | -2 | 4 | -2 | -2.3 | 5 | -16 | -12 | 22
COc1ccc(-c2cnc3nc[nH]c(=O)c3n2)cc1 | -2 | 1 | -5 | -2 | -0.3 | 4 | -20 | 3 | 12
Cc1ccc(NC(=O)Nc2cccnc2)cc1 | -3 | -2 | -9 | -5 | -0.5 | -3 | -12 | -12 | 6
O=C(NCCCN1CCN(c2ccccc2F)CC1)Nc1ccc(F)cc1 | 3 | 1 | 16 | 0 | -1.0 | 4 | 8 | -14 | 8
COc1ccc(-c2csc(Cc3nnc4n3CCCCC4)n2)cc1OC | -4 | -2 | 8 | 1 | -1.0 | 7 | 4 | -65 | 2
CCc1cccc(C)c1NC(=O)c1cccnc1 | 0 | 0 | 1 | 0 | 2.2 | -3 | -8 | -6 | 22
COc1ccc(-c2nc(C#N)c(NCCCn3ccnc3)o2)cc1OC | -3 | -2 | 7 | 0 | 1.6 | -4 | 6 | -10 | 2
COc1ccc(-c2nc(C#N)c(N3CCC(C)CC3)o2)cc1 | 2 | -6 | -16 | 2 | -0.2 | -2 | -1 | 12 | 20
CCCCN(CC)CCNC(=O)c1cn(-c2ccc(Cl)cc2)c(=O)c2ccccc12 | 0 | 1 | 9 | -3 | -0.2 | 5 | 4 | 0 | 24
Clc1ccc(-c2noc(CSc3nnc(Cc4cccs4)n3-c3ccccc3)n2)cc1 | -4 | -4 | 10 | 2 | -1.1 | 97* | 31 | 34 | 13
Fc1ccc(-n2nnnc2-c2ccccc2Cl)cc1 | -1 | -1 | 11 | -1 | 0.1 | 31 | 16 | 10 | -12
CC1CCCCC1NC(=O)COc1ccccc1C#N (centres undefined) | 0 | -3 | -4 | 0 | 0.5 | 6 | 17 | 20 | 11

A different layout for part of the listing above:
Structure,APJ ag,beta cell repl,APJ antag,GRIN3A LBD mod,MPTP inh,TIM10 inh,tim10-1 inh,tim23-1 inh,NLRP3 yeast inh
Cc1ccc(NC(=O)Nc2cccnc2)cc1,-3,-2,-9,-5,-0.5,-3,-12,-12,6
O=C(NCCCN1CCN(c2ccccc2F)CC1)Nc1ccc(F)cc1,3,1,16,0,-1.0,4,8,-14,8
COc1ccc(-c2csc(Cc3nnc4n3CCCCC4)n2)cc1OC,-4,-2,8,1,-1.0,7,4,-65,2
CCc1cccc(C)c1NC(=O)c1cccnc1,0,0,1,0,2.2,-3,-8,-6,22
COc1ccc(-c2nc(C#N)c(NCCCn3ccnc3)o2)cc1OC,-3,-2,7,0,1.6,-4,6,-10,2
COc1ccc(-c2nc(C#N)c(N3CCC(C)CC3)o2)cc1,2,-6,-16,2,-0.2,-2,-1,12,20
CCCCN(CC)CCNC(=O)c1cn(-c2ccc(Cl)cc2)c(=O)c2ccccc12,0,1,9,-3,-0.2,5,4,0,24
Clc1ccc(-c2noc(CSc3nnc(Cc4cccs4)n3-c3ccccc3)n2)cc1,-4,-4,10,2,-1.1,97*,31,34,13
Fc1ccc(-n2nnnc2-c2ccccc2Cl)cc1,-1,-1,11,-1,0.1,31,16,10,-12
CC1CCCCC1NC(=O)COc1ccccc1C#N (centres undefined),0,-3,-4,0,0.5,6,17,20,11

Additional records
SMILES | APJ ag | beta cell repl | APJ antag | GRIN3A LBD mod | MPTP inh | TIM10 inh | tim10-1 inh | tim23-1 inh | NLRP3 yeast inh
O=C(COC(=O)c1ccc(OC(F)F)cc1)NCCNC(=O)COC(=O)c1ccc(OC(F)F)cc1 | -4 | 3 | 0 | 1 | 0.8 | -1 | -1 | -6 | -2
CCOC(=O)c1cnc2c(Cl)cc(Cl)cc2c1NCCOCCO | -1 | -3 | 12 | 0 | -0.2 | 18 | 35 | 28 | 6
O=S1(=O)CC(O)C(N(CCO)C(=S)Nc2ccccc2)C1 (centres undefined) | -2 | 6 | 2 | -1 | 1.8 | 14 | 7 | 11 | -5
CCc1cc(SC#N)cc(C)c1NC(=O)CCl | 0 | 0 | 23 | 0 | 1.4 | -32 | -19 | -40 | -5
CCOC(=O)C1=C(C)N(C)C(=S)NC1c1ccc(Cl)cc1Cl (centres undefined) | -4 | -4 | -6 | -1 | -0.7 | 13 | 13 | 31 | 5
N#CCSc1nnc2c(Cl)cc(Cl)cn12 | -4 | -3 | -14 | 3 | -0.6 | -11 | 10 | -3 | 21
COc1cc(-c2csc(CCn3nc(C)cc3C)n2)cc(OC)c1OC | -1 | -5 | 4 | 2 | -2.4 | 17 | 29 | 13 | 32
O=C(CN1C(=O)c2cccc3cccc1c23)NCc1ccccn1 | -3 | -2 | 7 | -1 | -1.3 | -7 | 15 | 8 | -7
Cc1nc(SCC(=O)NCc2ccco2)c2oc3ccccc3c2n1 | -4 | -4 | 14 | 0 | 2.7 | -2 | 0 | 7 | 28
COc1ccccc1-n1nnnc1SCC(=O)NCC1(N2CCOCC2)CCCCC1 | 4 | 2 | 1 | -2 | 0.2 | 8 | 7 | 9 | 6
COc1cccc(NC(=O)c2ccc(-n3cccn3)nc2)c1 | 2 | -2 | -4 | -17 | -0.1 | -3 | -30 | 11 | 42
CCCCn1c(SCc2cccc([N+](=O)[O-])c2)nc2ccsc2c1=O | -2 | 0 | 4 | -25 | 1.4 | 25 | 32 | 28 | 2
O=C(CN1C(=O)COc2ccc(S(=O)(=O)N3CCCC3)cc21)NCc1ccccn1 | -3 | -1 | 0 | 1 | 1.4 | -7 | 4 | -1 | 6
CC1=C(C(=O)OCc2ccccc2)C(c2ccc([N+](=O)[O-])cc2)NC(=O)N1 (centres undefined) | 0 | 1 | 11 | 2 | 0.1 | -9 | -4 | 14 | 19
CCC(OC(C)=O)c1cc2c(cc1[N+](=O)[O-])OCCO2 (centres undefined) | -1 | 2 | 3 | -1 | 1.5 | 6 | 15 | 17 | 2
COc1ccc(NC(=O)C2C3C=CC4(CN(Cc5cccnc5)C(=O)C24)O3)c(OC)c1 (centres undefined) | 4 | -1 | 8 | -14 | -1.5 | 5 | 13 | 3 | -7
CCCc1nc2ccc([N+](=O)[O-])cc2[nH]1 | -3 | -2 | -5 | -1 | 0.5 | -6 | 3 | 1 | 22
O=C(Nc1cccc(S(=O)(=O)NC2=NCCC2)c1)C1CC(=O)N(c2ccc3c(c2)OCCO3)C1 (centres undefined) | -1 | -2 | -1 | -4 | -0.1 | -3 | -1 | 4 | 17
CN(C)S(=O)(=O)c1cccc(C(=O)OCC(=O)NCc2ccccc2)c1 | -2 | 1 | -1 | 2 | 1.3 | 15 | 13 | -6 | 15
CCOc1ccccc1NC(=O)Cn1[nH]c(=O)c2ccccc2c1=O | 0 | -4 | 17 | x | 10 | 10 | 3 | 16 | -2
CCCCn1c(N)c(N(CCOC)C(=O)c2oc3ccc(OCC)cc3c2C)c(=O)[nH]c1=O | -6 | 2 | -14 | 4 | -0.2 | 6 | -24 | 0 | 12
CSc1nc(N)nc(SCC(=O)C23CC4CC(CC(C4)C2)C3)c1C#N | -3 | -5 | 4 | 8 | 11 | 10 | 28 | 27 | 3
Cc1c(N=Cc2ccc(Cl)o2)c(=O)n(-c2ccccc2)n1C | -3 | -2 | 15 | 0 | -1.7 | -17 | 0 | 13 | 10
CC(C)(C)[C@H]1COC(=O)[C@@H](NC(=O)OCC2c3ccccc3-c3ccccc32)C/C=C\C[C@@H](CC(=O)N[C@@H](CO)Cc2ccccc2)C(=O)N1 | -3 | -6 | 6 | -2 | -1.8 | 7 | 27 | 30 | 26
Cc1ccc(OCC(=O)N2CCN(C3=NS(=O)(=O)c4ccccc43)CC2)cc1 | -5 | -1 | -10 | -1 | -1.0 | -15 | 2 | 18 | 2
O=C(/C(=C(\O)c1ccccc1)c1nc2ccccc2[nH]1)c1ccccc1 | -3 | -2 | 7 | 3 | -2.2 | 11 | 28 | 33 | 8
CCCNS(=O)(=O)c1ccc(OCC(=O)NCCC2=CCCCC2)cc1 | -1 | 3 | -3 | -3 | -4.1 | 13 | 16 | 15 | -2
Cc1cccc(CCNC(=O)c2cc(S(=O)(=O)N3CCOCC3)cn2C)c1 | -4 | -1 | 17 | 2 | -1.3 | -8 | -8 | -4 | 4
Cc1nn(-c2ccccc2)nc1C(=O)Oc1cc(C(F)(F)F)nn1-c1ccccc1 | 0 | -3 | -3 | 0 | 2.0 | 17 | 9 | 16 | -3
Cc1cc(C)c(S(=O)(=O)c2ccccc2)c(OC(=O)c2c(F)cccc2F)n1 | -5 | 1 | 3 | -2 | 7.9 | 30 | 31 | 46 | 18
O=C(NCc1ccc(Cl)c(Cl)c1)C1CCCC1 | -6 | -1 | -6 | 1 | 3.8 | 5 | -19 | 8 | 39
CCN(CCCNC(=O)C1CCN(S(=O)(=O)c2cnc[nH]2)CC1)c1cccc(C)c1 | 2 | -2 | -1 | -2 | -0.2 | 3 | 20 | 17 | -1
O=c1c2[nH]c3ccc(F)cc3c2nc2n1CCS2 | 1 | -3 | 12 | 2 | -1.1 | 26 | 46* | 19 | 6
O=C(NC1CCN(Cc2ccccc2)CC1)c1cccc(OC(F)F)c1 | -1 | 0 | 3 | -3 | -1.1 | -62 | -19 | -10 | 3
O=C(CN(Cc1ccccc1)C(=O)c1csnn1)NCCc1ccccc1 | -3 | -1 | 11 | 0 | -1.9 | 7 | 17 | 4 | 15
CC1CC(C)CN(CC(=O)Nc2cc(S(=O)(=O)N3CCOCC3)ccc2N2CCCC2)C1 (centres undefined) | -6 | 7 | 3 | -1 | -0.2 | 16 | 18 | 6 | 2
CC1CC(C)CN(C(=O)COC(=O)COc2ccc(C#N)cc2)C1 (centres undefined) | -4 | -2 | -3 | 0 | -0.2 | 9 | 17 | 11 | 29
Cc1cc(/C=C2/NC(=O)NC2=O)c(C)n1-c1sc2c(c1C#N)CCCC2 | -1 | -1 | -13 | -1 | 3.0 | 1 | 23 | 29 | 9
C=CCc1cc(OC)ccc1OCCON1C(=O)CCC1=O | 0 | -1 | 9 | 0 | -5.3 | 2 | -5 | -2 | 14
COCCN(CC(=O)Nc1cccc(C)c1C)C(=O)c1cc2ccccc2cc1OC | -2 | -3 | 3 | 0 | 0.5 | -5 | 17 | 21 | 13
Cc1cc2cc(CN3C(=O)c4ccccc4C3=O)ccc2n1C | -3 | -3 | 10 | -2 | 16 | -3 | 17 | -6 | 7
